Screens (PubChem)
HepG2 tox – counter-screen for TGF-b inhibitors: cytotoxicity in HepG2 cells | HepG2 CAGA-GFP viability, ATP luminescence, 18 h | AID 588856 | Potency, µM (top dose mostly 46.1 µM), for the others: top-dose activity change, negative = cytotoxicity, usual class: cytotoxic | actives 0.76% (n = 410,000); also: potency is read from the fitted curve at half-maximal effect; some results filed as inactive show a strong effect at the top dose
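HepG2 CAGA-GFP cells (1000/well, DMEM with 1% FBS) received compound, then TGF-beta at 500 pg/mL final, and were incubated 18 hours at 37 degrees C. Viability was read by CellTiter-Glo luminescence. Media-only wells were set as complete cell-killing and DMSO as no toxicity.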
Nrf2 ARE act – Nrf2 pathway activation; actives 0.31% (n = 410,000); Potency, µM (highest dose often 46.1 µM), for inactives: at the highest dose activation, actives largely listed as activators; AREc32 ARE-luciferase reporter (MCF7-derived line), luminescence, 24 h; also: potency is read from the fitted curve at half-maximal effect; % of control where 0% means no effect; nearly all actives have a fitted effect of over 65% in size
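Steps: seed AREc32_Fluc cells (1000/well, 5% FBS OPTI-MEM); incubate overnight at 37 deg C; add 23 nL compound; incubate 24 hr; add Steady-Glo; hold 30 min RT; read luminescence.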
CCT modulator – cytosolic chaperonin activity modulation; purified chaperonin ATPase assay, HTRF ADP detection, 30 min; activity change, % (concentration not given with the values), hits read low; actives 0.3% (n = 360,000); AID 651819; in the data active = activity change below about -30%; also: % is scaled to controls: 0 for no effect and ±100 for the full control effect
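We incubate TRiC, 40 or 20 nM final, with library compounds at 76 uM and 10 uM ATP for 30 min at 37 °C. ADP formed is detected with Transcreener HTRF reagents after 30 min at room temperature.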
Nrf2 block – Nrf2 pathway inhibition. A549 ARE-Fluc reporter, luciferase luminescence, 18-24 h. Potency, µM (doses to about 46 µM), for inactives: at the top dose activity change, negative = inhibition, usual class: inhibitors. actives 2.1% (n = 360,000). AID 504444; also: potency is read from the fitted curve at half-maximal effect; % is scaled to controls: 0 for no effect and ±100 for the full control effect; nearly all actives have a fitted effect of over 60% in size
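Reporter: ARE-Fluc in A549. Exposure: 18-24 h, 37 °C, 5% CO2, 5% FBS OPTI-MEM. Readouts: fluorescent cytotoxicity (CellTiter-Fluor), then luminescent Nrf2 signal after BugLite.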
Abeta yeast res – compounds reversing amyloid beta toxicity in yeast | actives 0.063% (n = 410,000) | Potency, µM (titrated, usually from 46.1 µM), without a hit: top-dose growth rescue, actives largely listed as activators | yeast expressing A-beta42, growth rescue, OD600, 48 h; response scale: 0% DMSO, 100% iron-clioquinol control | AID 1347071; also: potency is read from the fitted curve at half-maximal effect; nearly all actives have a fitted effect of over 55% in size
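Yeast growth medium received pinned compounds, then yeast cells expressing toxic A-beta were added; plates incubated at 30 C for 48 hr. Growth read as absorbance at 600 nm, normalized to DMSO and equimolar FeCl3 plus clioquinol controls.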
Mm-Cpn inhibitor – M. maripaludis TRiC chaperonin inhibition | actives 0.031% (n = 330,000) | AID 504842 | Potency, µM (doses to about 76.9 µM), inactives show top-dose activity, negative = inhibition, hits mostly inhibitors | purified Mm-Cpn ATPase, ADP Transcreener TR-FRET; also: potency is read from the fitted curve at half-maximal effect; % is scaled to controls: 0 for no effect and ±100 for the full control effect; nearly all actives have a fitted effect of over 80% in size
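Inhibition of chaperonin ATP hydrolysis is measured as reduced ADP production, detected by competitive TR-FRET in which signal falls with ADP. Final enzyme 25 nM and ATP 10 uM, reacted 30 min at 37°C.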
Akt phos inh – Akt phosphorylation inhibition | Neuro2A IGF-stimulated pAkt S473 HTRF, 20 min; stronger effect = lower value | activity change, % for hits at 50 µM | actives 0.32% (n = 360,000) | AID 651550; in the data active = activity change below about -80%; inconclusive = mostly about -51% to -80%; also: % is scaled to controls: 0 for no effect and ±100 for the full control effect
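Neuro2A cells (4,500/well, DMEM with 0.5% FBS) were treated with compound at a single 50 µM final concentration, stimulated with 6 nM IGF for 20 min at 37 °C, and lysed. Phospho-Akt Ser473 was read by HTRF as 665/615 ratio ×10^4.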
A549 tox – counter-screen for Nrf2 inhibitors: cytotoxicity in A549 cells; AID 504648; A549 ARE-Fluc cells, CellTiter-Fluor viability, 18-24 h; Potency, µM (highest dose often 46 µM), for inactives: top-dose activity change, negative = cytotoxicity, usual class: inhibitors; actives 0.16% (n = 390,000); also: potency is read from the fitted curve at half-maximal effect; % is scaled to controls: 0 for no effect and ±100 for the full control effect
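A549 ARE_Fluc cells in 5% FBS OPTI-MEM were exposed to compounds in concentration-response for 18-24 h at 37 deg C. Viability was read by CellTiter-Fluor fluorescence (Ex 405/Em 525) after 30 min, before the luciferase read.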
TGFb inhibitor – TGF-b pathway inhibition. HepG2 CAGA-GFP TGF-b/SMAD3 reporter, GFP fluorescence, 18 h; TGF-beta stimulated, 500 pg/mL final. Potency, µM (series often up to 46.1 µM), for the others: at the highest dose activity, negative = inhibition, most hits filed as inhibitors. actives 1.2% (n = 410,000). AID 588855; also: potency is read from the fitted curve at half-maximal effect; % is scaled to controls: 0 for no effect and ±100 for the full control effect; nearly all actives have a fitted effect of over 65% in size
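Read-out: total well GFP (ex488/em500-530) summed from mean per-cell fluorescence. Cells: HEPG2 CAGA-GFP, 1% FBS DMEM, 18 h at 37 degrees C with 500 pg/mL final TGF-beta. Unstimulated wells served as the full-inhibition control; stimulated DMSO wells = 0%.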
* marks the source's active call; other numbers are inactive results; i = inactive; ? = inconclusive; nt = not tested or not shown; & = joins results of further samples; [ ] = dose if it differs, or a comment. Unless noted, calls follow the shape of the dose curve; as a rule, active = well fitted curve in the direction sought with a large enough effect; inconclusive = small, poorly fitted or top-dose-only effect, or another doubt; inactive = no such curve, though single readings can be large; an effect the other way counts as inactive or inconclusive.

SMILES	HepG2 tox	Nrf2 ARE act	CCT modulator	Nrf2 block	Abeta yeast res	Mm-Cpn inhibitor	Akt phos inh	A549 tox	TGFb inhibitor
CCCn1c(C)cc(C(=O)CSc2nc3nc(C)cc(C)n3n2)c1C	23%	3.2%	0.9	-17%	-3%	2%	i	-5%	0%
COC(=O)[C@H](CCSC)NC(=O)[C@@H](Cc1cnc[nH]1)NC(=O)OCc1ccccc1	14%	-1.1%	0.6	3%	3%	-3%	i	1%	6%
Cc1cc(C)c(OCC(=O)OCC(=O)N2CCCc3ccccc32)c(C)c1	4%	-0.6%	-0.3	2%	2%	3%	i	-6%	-2%
O=C(NNc1cc(Br)c(O)c(Br)c1)c1ccccc1	-11%	17%	2.1	-10%	-46%[inhibitor]	-2%	i	2%	-24%
O=C1N/C(=C/c2ccc(N3CCOCC3)o2)C(=O)N1c1ccccc1	-47%	?	-1.5	-22%	-7%	0%	i	?	?
Cc1ccccc1NC(=O)C(=O)Nc1ccccc1C	2%	0.3%	-0.5	?	-2%	-1%	i	0%	8%
COc1ccc(N2CCC(CNC(=S)Nc3cc(C)ccc3C)C2)cc1 (stereo not given)	2%	0.9%	0.6	-27%	?	-3%	i	5%	?
O=C1CCN(Cc2ccccc2)CCN1CCO	-10%&-29%	-0.8%	-1.5	2%	-8%	0%	i	2%	?
Cn1cc(S(=O)(=O)N2CCCCCC2)cc1C(=O)N1CCN(c2cccc(Cl)c2)CC1	-17%	3.4%	nt	nt	3%	nt	nt	2%	?
COc1ccc(NC(=O)COC(=O)COc2cccc3c2OC(C)(C)C3)cc1	-4%	-0.3%	-1.0	3%	14%	1%	i	-1%	-23%
Cn1c(=O)[nH]c(=O)c2c1ncn2CCCc1ccccc1	3%	3.0%	1.1	nt	28%	-3%	i	-5%	3%
O=C(NCCc1c[nH]c2ccccc12)c1ccc2[nH]c(=O)c(=O)[nH]c2c1	-24%	-0.1%	-7.4	14%	-6%	0%	i	-1%	-6%
CC(C)c1c(C(=O)N/N=C/c2c[nH]c3ccccc23)nnn1-c1nonc1N	-36%	7.6%	-1.2	-2%	-11%	3%	nt	5%	-14%
CCOC(=O)CCC1(C(=O)OC)C(=O)CCCCCC=C1C(=O)OC (stereo not given)	-18%	9.1%	-1.9	nt	10%	nt	i	nt	-2%
Nc1ccc(S(=O)(=O)NC2(C(F)(F)F)NC(=O)N(c3ccc(F)cc3)C2=O)cc1 (stereo not given)	20%	2.9%	0.4	5%	-5%	2%	i	3%	12%

Taken from above:
Reading of CCOC(=O)CCC1(C(=O)OC)C(=O)CCCCCC=C1C(=O)OC (stereo not given) in Nrf2 ARE act: 9.1%
Reading of COc1ccc(NC(=O)COC(=O)COc2cccc3c2OC(C)(C)C3)cc1 in HepG2 tox: -4%

Next compounds:
SMILES	HepG2 tox	Nrf2 ARE act	CCT modulator	Nrf2 block	Abeta yeast res	Mm-Cpn inhibitor	Akt phos inh	A549 tox	TGFb inhibitor
CCOc1cc(C(=S)N2CCCC2)ccc1OCc1ccccc1	-8%	0.2%	1.1	?	?	-2%	i	2%	2%
COc1ccc(C(CNC(=O)c2cccc(NS(=O)(=O)c3ccc(C)c(F)c3)c2)N2CCOCC2)cc1 (stereo not given)	-1%	-0.2%	1.1	-5%	2%	1%	i	-4%	4%
Cc1nnc(SC(C)C(=O)Nc2ccc3ccccc3c2)n1C (stereo not given)	-9%	-0.1%	-1.3	-19%	6%	0%	i	0%	-1%
Cc1c(Cl)cccc1NC(=S)N(Cc1ccco1)C(C)c1ccccn1 (stereo not given)	-11%	0.1%	-1.0	0%	?	-2%	i	0%	?
COc1ccc(NC(=S)N2N=CCC2c2ccccc2)cc1 (stereo not given)	-1%	0.4%	1.8	?	?	-1%	i	-2%	-22%
COc1ccc(-c2csc(/C=C/c3ccc4c(c3)OCO4)n2)cc1OC	-6%	2.6%[9.22 µM]	-0.3	-9%	6%	-1%	i	11%	-4%
O=c1[nH]cc(CCCc2ccccc2)c(=O)[nH]1	1%	-0.1%	-49*	nt	11%	nt	i	nt	-2%
CCn1c(=O)c(C(=O)NC(C)C)c(O)c2ccccc21	-25%	-0.1%	-0.5	-3%	1%	-1%	i	5%	-20%
COc1ccc(Nc2ncc(C#N)c(N)n2)c(OC)c1	29%	4.7%	1.3	6%	7%	1%	i	0%	0%
CCn1c(CC(=O)Nc2ccccc2C)nnc1SCC(=O)NC1CCCC1	14%	-0.3%	1.5	7%	4%	-2%	i	-3%	4%
Cc1cc(C)n2c(Nc3ccc4c(c3)OCCO4)c(-c3ccccc3)nc2n1	-8%&-19%	3.1%&-0.5%	0.8	-12%&-7%	6%&10%	-3%	i	-5%&-3%	?
COc1ccc(CC(C)N2CCN(Cc3ccccc3)CC2)cc1OC (stereo not given)	5%	-0.8%	0.3	8%	11%	2%	i	-1%	12%
COc1ccc2cc(C(=O)c3ccccc3)c(=O)oc2c1	-11%	23%	-0.6	15%	0%	-2%	i	1%	-2%
COc1ccccc1NC(=O)N[C@@H](Cc1c[nH]c2ccccc12)C(=O)NN	2%	0.3%	2.4	2%	-5%	-1%	i	6%	3%
Cc1cc(C(=O)OCC(=O)NCc2ccc(F)cc2)c2ccccc2n1	-4%	-0.5%	0.5	3%	4%	2%	i	5%	-10%
CCCCn1c(N)c(N(CC)C(=O)c2cccc(S(=O)(=O)N3CCCc4ccccc43)c2)c(=O)[nH]c1=O	-4%	-0.3%	0.6	12%	4%	-2%	i	-6%	1%
OC(CNCCc1ccc(Cl)cc1)COCc1ccco1 (stereo not given)	6%	1.6%	-2.3	nt	-10%	0%	i	-7%	12%
Cc1ccc2nc(N(Cc3cccnc3)C(=O)CCc3ccccc3)sc2c1	-5%	0.4%	nt	nt	-44%[inhibitor]	nt	nt	-11%	0%
COc1ccccc1N1CCN(S(=O)(=O)CCNC(=O)c2ccc(Br)o2)CC1	5%	-0.7%	-3.1	-3%	-2%	0%	nt	13%	-17%
CCCc1cc(=O)oc2c3c(cc(OCC(=O)NCc4ccncc4)c12)OC(C)(C)CC3	-27%	0.6%	-1.0	12µM*	-5%	0%	i	?	-2%
CCOC(=O)Cn1c(=O)oc2cc(S(=O)(=O)N(C)Cc3ccccc3)ccc21	0%	-0.2%	-2.4	9%	1%	-6%	i	0%	8%
CC(=O)Nc1ccc(-n2c(CCC(=O)O)ccc2-c2ccc(C)cc2)cc1	-23%	5.3%	nt	6%	0%	nt	nt	9%	-24%
CCOC(=O)c1cc(C)sc1NC(=S)Nc1ccccc1	-1%	2.6%	1.0	1%	4%	-4%	i	-3%	-3%
CC(=O)N1CCCc2cc(S(=O)(=O)N3CCCC(C)C3)ccc21 (stereo not given)	-2%	2.6%	-0.9	-23%	11%	-4%	i	-12%	-1%
CCOC(=O)c1sc(NC(=O)CCN2CCN(C)CC2)c(C(=O)OCC)c1C	-1%	25%	-7.3	-6%	6%	-1%	i	-8%	-1%
CCc1nc2c(OCC(N)=O)cccn2c1N(C)C(=O)c1cccs1	9%	0.3%	-1.2	nt	-6%	nt	i	nt	35%[activator]
Cc1ccc(NC(=O)c2sccc2C)cc1S(=O)(=O)N(C)C	-4%	2.6%	1.2	5%	21%	-1%	i	3%	?
CS(=O)(=O)N(CC(=O)N1CCCC1)c1ccc2c(c1)OCCO2	-8%	0.3%	1.0	14%	-2%	1%	i	1%	31%
O=C(O)C1[C@H]2C(=O)N(Cc3cccs3)C[C@]23C=C[C@H]1O3 (stereo not given in full)	-5%	-0.5%	-2.1	12%	-1%	0%	i	-4%	21%
Cc1ccc2[nH]cc(CCNS(=O)(=O)c3ccc(F)cc3)c2c1	0%	-0.5%	0.5	10%	15%	?	i	2%	-3%
CCCNC(=O)CCC(=O)Nc1ncc(-c2ccc(C)cc2)n1C	0%	2.8%	2.4	12%	8%	-1%	i	nt	6%
COCC(=O)Nc1cc(C(=O)NCC(C)C)ccc1Cl	1%	0.4%	0.3	-2%	-1%	2%	i	7%	-8%
Cc1ccc(NC(=O)C2CCN(S(=O)(=O)c3cccc4nsnc34)CC2)cc1	-6%	0.1%	nt	?	-14%	nt	nt	3%	?
O=C(Nc1cccc(F)c1)c1oc2ccccc2c1NC(=O)C12CC3CC(CC(C3)C1)C2	0%	0.6%	nt	4%	-2%	nt	nt	9%	12%
CC(=O)Cc1nsc(NC(=O)c2ccc(COc3ccccc3Cl)o2)n1	13%	-0.6%	3.3	-2%	-1%	-6%	i	0%	3%
COC(=O)C1=C(C)N(CC2CC2)C(=NCc2cc(OC)c(OC)c(OC)c2)N[C@H]1c1ccccc1	-19%	-0.5%	0.5	?	13%	-1%&-13%	i	-5%	6%
COc1cc(OC)cc(C(=O)NCCCCNC(=O)c2cc(OC)cc(OC)c2)c1	-23%	0.1%	0.1	-4%	-5%	nt	i	-1%	-19%
COc1cccc(Cn2c(=O)oc3ccccc32)c1	14%	5.8%	1.0	22%	22%	0%	i	3%	13%
CSCCC(NC(=O)c1cc(C)oc1C)C(=O)O (stereo not given)	-8%	-0.2%	-2.0	-4%	-11%	-1%	nt	3%	-10%
O=C(NCc1ccc(F)cc1)c1cc(C2CCCN(C(=O)c3cccs3)C2)on1 (stereo not given)	-5%	0.7%	-1.1	nt	-30%	nt	i	nt	3%
